STAT1 blocker: inhibitors of IFN-gamma induced STAT1 signaling. NIH 3T3 STAT1-luciferase reporter, luminescence. inhibition, % at 5.5 µM. 200,000 compounds, 0.35% hits;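 active = inhibition above a set limit, the mean inhibition across all tested compounds plus 3 SD, cut at about 34% in these data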;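 also: 0% = IFN-gamma with DMSO and 100% = IFN-gamma with 300 µM nifuroxazide; values of inactives mirror those of a sister screen read the other way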
STAT3 inh: STAT3 signaling inhibition | U3A cells, IL-6 STAT3-luciferase reporter, luminescence; host cell line lacks STAT1 | inhibition, % at 5.5 µM | 190,000 compounds, 0.89% hits;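 active = inhibition above the mean inhibition across all screened compounds plus 3 SD, cut at about 44% in these data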;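 also: 0% = DMSO only wells and 100% = 100 µM nifuroxazide control wells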
TLR4-MyD88 BLA: TLR4-MyD88 interaction inhibition in cells; 200,000 compounds, 0.18% hits; HeLa CL3-4 TLR4/MyD88 BLA complementation, FRET ratio; AID 861; inhibition, % at 8.4 µM; in the data active = inhibition above about 25%;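 also: 0% = vehicle and 100% = reference inhibitor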
Target sequence (O00206 whole entry, looked up): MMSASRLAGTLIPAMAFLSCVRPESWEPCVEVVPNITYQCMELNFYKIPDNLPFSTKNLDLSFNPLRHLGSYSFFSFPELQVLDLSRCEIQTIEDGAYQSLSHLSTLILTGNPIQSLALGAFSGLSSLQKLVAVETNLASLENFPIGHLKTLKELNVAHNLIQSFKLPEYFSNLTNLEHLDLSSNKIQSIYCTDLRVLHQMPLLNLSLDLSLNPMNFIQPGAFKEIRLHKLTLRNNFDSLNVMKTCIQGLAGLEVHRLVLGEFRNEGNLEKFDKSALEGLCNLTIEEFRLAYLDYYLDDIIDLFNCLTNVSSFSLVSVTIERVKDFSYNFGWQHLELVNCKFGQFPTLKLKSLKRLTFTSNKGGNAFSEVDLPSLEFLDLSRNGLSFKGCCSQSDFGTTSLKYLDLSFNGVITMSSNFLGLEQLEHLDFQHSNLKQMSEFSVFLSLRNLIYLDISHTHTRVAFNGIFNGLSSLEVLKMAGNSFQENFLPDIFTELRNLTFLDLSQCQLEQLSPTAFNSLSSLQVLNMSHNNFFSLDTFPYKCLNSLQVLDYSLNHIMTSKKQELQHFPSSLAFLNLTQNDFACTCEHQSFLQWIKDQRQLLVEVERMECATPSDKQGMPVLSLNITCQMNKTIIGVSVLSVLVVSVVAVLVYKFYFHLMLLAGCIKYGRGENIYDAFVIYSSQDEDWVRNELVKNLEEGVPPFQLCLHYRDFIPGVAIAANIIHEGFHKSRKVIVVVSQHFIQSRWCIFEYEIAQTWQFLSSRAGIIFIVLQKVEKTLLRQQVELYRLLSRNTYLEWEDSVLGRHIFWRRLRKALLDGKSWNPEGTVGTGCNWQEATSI
Target sequence (Q99836 whole entry, looked up): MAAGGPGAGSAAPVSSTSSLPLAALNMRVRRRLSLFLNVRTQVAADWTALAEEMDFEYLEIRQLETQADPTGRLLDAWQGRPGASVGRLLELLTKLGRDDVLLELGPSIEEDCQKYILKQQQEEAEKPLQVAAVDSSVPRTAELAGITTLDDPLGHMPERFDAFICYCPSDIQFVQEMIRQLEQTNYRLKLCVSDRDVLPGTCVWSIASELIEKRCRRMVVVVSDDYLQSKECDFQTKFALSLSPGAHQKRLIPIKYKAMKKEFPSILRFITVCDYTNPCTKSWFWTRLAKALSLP
NF-kB neuron act: NF-kB expression increase, human neuronal cells. fold change at 12.5 µM. NF-kB reporter expression; hits give high values. 190,000 compounds, 1.6% hits; in the data active = fold change above about 3.3
APP 5'UTR act: APP 5'UTR luciferase reporter activation. AID 1276. activation, % at 2 µM. SH-SY5Y APP 5'UTR luciferase reporter, luminescence; zero percent = DMSO vehicle wells. 190,000 compounds, 1% hits;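 active = activation above a set limit, based on mean plus 3 SD of controls, cut at about 140% in these data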; also: values of inactives mirror those of a sister screen read the other way
HMGR II inh: blocks class II HMG-CoA reductase of Enterococcus faecalis; purified E. faecalis HMGR, NADPH absorbance 340 nm kinetic; inhibition, % at 10 µM; 190,000 compounds, 0.41% hits;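 active = inhibition above a set limit, the median over all tested compounds plus 3 SD, cut at about 9.5% in these data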;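 also: enzyme runs in reverse so mevalonate oxidation gives rising NADPH absorbance; 0% = complete reaction with DMSO and 100% = background rate lacking mevalonate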
Hsp70 activator: transcriptional activators of Hsp70; activation, % at 10 µM; 200,000 compounds, 0.04% hits; HeLa Hsp70 promoter luciferase reporter, luminescence; scaled: vehicle 0, proteasome-inhibitor control 100%;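 active = activation above the mean across all tested compounds plus 3 SD, cutoff set per campaign, cut at about 5.5% in these data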;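 also: 100% = MG132 at 30 µM as the positive control and 0% = DMSO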
Redox H2O2 prof: compounds producing H2O2 with reducing agent – biochemical, NIH compound library profiling, artefact control for MLSCN library redox annotation, primary screen | AID 878 | DTT-dependent redox cycling H2O2, phenol red/HRP absorbance; 100% = 100 µM peroxide control, 0% = buffer | activation, % at 10 µM | 200,000 compounds, 0.03% hits;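 active = activation of at least 50% relative to the plate's high and low controls in the primary single-dose screen; inactive = activation below 50%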;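 also: compound incubated with DTT at 0.8 mM final as the reducing agent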
STAT1 activator: increases IFN-gamma driven STAT1 reporter signal; AID 932; NIH 3T3 STAT1-luciferase reporter, luminescence; 100% = IFN-gamma alone, no compound; activation (% of control), % at 5.5 µM; 200,000 compounds, 2.6% hits;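 active = activation above the screen-wide mean activation plus 3 SD, cut at about 130% in these data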;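 also: raw ratio to IFN-gamma control signal so 100% means no change and 0% no light; values of inactives mirror those of a sister screen read the other way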
STAT3 activator: activators of IL-6 induced STAT3 signaling. 190,000 compounds, 0.91% hits. AID 871. activation (% of control), % at 5.6 µM. U3A cells, IL-6 STAT3-luciferase reporter, luminescence; 100% = signal with IL-6 EC80 alone;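 active = activation above the screen-wide mean of compound activation plus 3 SD, cut at about 130% in these data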;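 also: 0% = background luminescence of wells with medium and substrate only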
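Test system: Human STAT1-deficient U3A cells with stable STAT3-luciferase reporter | Also added: Interleukin-6, 33 ng/mL | Timing: Compound pre-incubation 1 h before IL-6, then 6 h stimulation at 37 °C | Technique: Luciferase reporter luminescence | Read-out: Percent of IL-6-only median luminescence | Benchmarks: IL-6-only wells as 100% reference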
* hit, by the source's call; nt = not tested or not shown.

SMILES	STAT1 blocker	STAT3 inh	TLR4-MyD88 BLA	NF-kB neuron act	APP 5'UTR act	HMGR II inh	Hsp70 activator	Redox H2O2 prof	STAT1 activator	STAT3 activator
O=C(/C=C/c1cccs1)NC(=S)Nc1ccccc1	-13	15	4	1.9	35	-1	0.8	-0.7	111	92
CCOC(=O)NC(=S)Nc1c(C)n(C)n(-c2ccccc2)c1=O	-1	13	6	1.1	-3	-1	-0.1	-0.4	101	96
O=Cc1ccc(OCc2ccccn2)cc1	-12	5	-14	1.6	12	4	0.1	0.0	112	99
NC(=O)CC(c1ccccc1)c1ccco1 (configuration not stated)	4	3	11	1	0	-4	-0.2	1.1	97	101
Cc1ccc(OCC(O)CN2CCN(CC(O)COc3ccc(C)cc3Cl)CC2)c(Cl)c1 (configuration not stated)	1	2	4	1.1	3	-3	-0.4	1.7	99	103
O=C(Nc1ccc(Cl)cc1)c1ccc(-n2cccn2)c([N+](=O)[O-])c1	0	21	-2	0.74	13	-5	0.0	1.9	100	91
CCC(c1nnnn1C(C)(C)CC)N(CCN1CCOCC1)Cc1cc2cc(C)ccc2[nH]c1=O (configuration not stated)	2	-1	9	0.93	-18	-4	-0.3	-1.1	98	106
CC(C)(C)NC(=O)CSc1nc2ccccc2n1-c1ccccc1	-7	3	13	0.64	-2	-2	-0.3	-1.3	106	102
CC(C)c1ccc(-c2noc(C3CCCN(S(C)(=O)=O)C3)n2)cc1 (configuration not stated)	-8	9	-8	1.6	10	-4	-0.1	0.3	107	93
FC(F)(F)c1cccc(NC(=S)NCCc2ccccn2)c1	8	28	-2	1.3	14	-3	-0.1	2.4	93	82
O=C1c2cccnc2C(=O)N1CO	0	-4	6	1.1	-15	-9	0.2	-0.1	100	104
O=C(CN(c1ccccc1)S(=O)(=O)c1ccccc1[N+](=O)[O-])NN=C1CCCCCCC1	4	19	15	1.4	18	1	-0.1	-4.2	96	90
C=CCn1c(=O)/c(=C/c2ccc(O)cc2)s/c1=C(/C#N)c1nnc2n1CCCCC2	7	18	3	0.79	-5	-2	0.0	2.3	93	87
CNc1nc(-c2ccccc2)nc(-c2ccccc2)c1C#N	0	-3	-1	0.94	-1	-5	-0.2	0.1	98	102
O=C(COc1cccc2ccccc12)N/N=C/c1ccncc1	0	23	-27	nt	-5	-3	-0.4	-1.0	99	84
COc1nc(/C(N)=N/O)nc(N2CCCCC2)n1	5	-7	5	0.98	-3	-7	0.1	-5.0	95	109
COc1cc(NC(=S)Nc2cccc(Cl)c2Cl)c(OC)cc1Cl	-1	-1	9	1.1	-8	-4	-0.5	-7.6	101	101
CCOC(=O)C1C(=O)N(C(=O)c2cncc(Br)c2)CC1c1ccccc1 (configuration not stated)	-11	3	-2	0.82	6	0	-0.2	-0.9	110	102
NC(=O)[C@@H]1CCCCNc2c(I)cc([N+](=O)[O-])cc2C(=O)N[C@@H](CCC(=O)O)C(=O)N[C@@H](CO)C(=O)N1	-8	-3	-2	1.4	4	-9	-0.1	0.9	107	100
Cc1ccc(S(=O)(=O)N(CC(=O)NCCSc2ccccn2)c2cc(C)cc(C)c2)cc1	2	-2	13	0.81	13	-3	0.2	-3.4	98	105
O=C1CC(c2ccccc2)CC(O)=C1C=NC1CCCC1 (configuration not stated)	-7	-25	-3	1.2	-20	-2	0.1	-3.8	106	124
CC(C)c1onc(C(=O)NC2CCCC2)c1[N+](=O)[O-]	-1	15	2	0.87	2	1	0.2	-0.3	100	93
CC(=O)N1N=C(c2c(-c3ccccc3)c3cc(C)ccc3[nH]c2=O)CC1c1ccco1 (configuration not stated)	-5	-9	4	1.3	-5	1	-0.4	-0.5	107	105
CCOc1[nH]n(-c2ccc(Cl)cc2)c(=O)c1C=NCc1cccnc1	-1	17	3	0.9	32	-4	-0.1	-1.6	100	88
Cc1ccc(NC(=O)Nc2cnccn2)cc1Cl	-23	7	9	1.2	21	1	0.3	-0.6	120	97
CC(=O)c1cn(C)c(=O)n(C)c1=O	-3	-8	2	1.2	-2	2	-0.1	3.0	103	107
CN(C)C(=C(C#N)C#N)N1CCN(c2ccc(Cl)cc2)CC1	-2	23	-9	1	-14	2	0.1	-0.2	100	88
CCN(CC)/C(=N/S(=O)(=O)c1ccc(C)cc1)c1ccccc1	1	6	9	1.1	-5	-2	0.0	0.2	99	101
CC1=C(C(=O)Nc2ccccc2)C(c2ccccc2[N+](=O)[O-])NC(=O)N1 (configuration not stated)	-13	11	-10	0.71	3	-3	0.4	0.1	112	98
CCOC(=O)c1cc(CC)sc1NC(=O)COC	-2	-4	-9	1	14	-3	-0.1	2.7	102	107
CCOC(=O)c1ccc(-n2c(CC)nc3ccccc3c2=O)cc1	-1	18	-1	1.3	-16	1	-0.2	-1.7	101	91
Cc1cc(C(=O)N/N=C/c2cc(Br)cc([N+](=O)[O-])c2O)c2ccccc2n1	4	-6	0	0.64	-9	2	-0.3	-0.4	96	104
CCOC(=O)Cn1c(=O)oc2cc(S(=O)(=O)Nc3c(C)cc(C)cc3C)ccc21	2	-4	-4	0.92	15	-6	0.0	0.0	98	111
Cc1ccc(CC(CC(=O)O)C(=O)NCc2ccccc2)cc1 (configuration not stated)	-2	1	-4	0.94	nt	5	0.0	-0.2	102	99
CCS(=O)(=O)Nc1cccc(-c2cc(-c3ccccc3)c3cc(C)ccc3n2)c1	4	2	13	0.65	-3	-7	-0.2	0.4	97	94
CCOC(=O)c1c(NC(=O)CNC2CCCc3ccccc32)sc(C(N)=O)c1C (configuration not stated)	11	-11	-8	0.85	13	-3	-0.3	-0.4	88	110
CCCc1nnc(SCc2ccc(C(=O)OC)o2)n1N	0	-10	1	1.3	nt	-1	-0.3	0.4	96	111
CCOc1cc(S(=O)(=O)N2CCC(Cc3ccccc3)CC2)c(OCC)cc1-n1cnnn1	-6	-3	5	0.87	-1	2	-0.1	1.0	107	106
O=C(CCN1C(=O)c2ccccc2S1(=O)=O)NCc1ccco1	-5	-2	-25	1	-14	-4	0.3	-0.1	104	103
FC(F)(F)c1cnc(C(c2ccccn2)c2ncn[nH]2)c(Cl)c1 (configuration not stated)	5	7	-18	1.3	-26	1	-0.3	-2.2	94	100
Oc1cc(NCc2cccnc2)ccc1-c1nc2ccccc2o1	-37	10	1	2.5	155*	-7	0.9	3.4	134*	96
Cc1cc(Cl)c(S(=O)(=O)NC(C(=O)O)c2ccccc2)cc1OCC(N)=O (configuration not stated)	-4	-6	7	1.1	2	1	-0.3	3.8	105	108
COc1ccccc1-c1cc(C(=O)Nc2cccnc2)no1	-34	-7	7	2.8	-96	1	3.8	0.4	131*	112
CCN=C1S/C(=C\c2ccc(-c3cccc(C(=O)O)c3)o2)C(=O)N1CC	-20	-35	-1	2.2	185*	-2	-0.1	0.0	118	131
O=C(C[n+]1ccccc1)N1c2ccccc2Sc2ccccc21	10	14	-10	0.97	-5	-9	-0.4	0.1	90	92
O=C(C[n+]1cnn(CC(=O)c2ccc(Cl)cc2Cl)c1)c1ccc([N+](=O)[O-])cc1	-4	-5	-14	0.81	-10	-4	-0.4	0.3	104	103
NC1=NS(=O)(=O)NC1c1ccc(Br)cc1 (configuration not stated)	-8	2	6	1.1	8	-6	0.1	-0.5	106	102
O=C(CS(=O)(=O)c1c[nH]c2ccccc12)N1CCCCC1	14	-19	4	0.93	-2	-1	-0.5	0.5	88	123

A second format for two compounds above:
Each structure is followed by: STAT1 blocker | STAT3 inh | TLR4-MyD88 BLA | NF-kB neuron act | APP 5'UTR act | HMGR II inh | Hsp70 activator | Redox H2O2 prof | STAT1 activator | STAT3 activator
FC(F)(F)c1cnc(C(c2ccccn2)c2ncn[nH]2)c(Cl)c1 (configuration not stated)
    5 | 7 | -18 | 1.3 | -26 | 1 | -0.3 | -2.2 | 94 | 100
O=C(CS(=O)(=O)c1c[nH]c2ccccc12)N1CCCCC1
    14 | -19 | 4 | 0.93 | -2 | -1 | -0.5 | 0.5 | 88 | 123

Additional structures:
SMILES	STAT1 blocker	STAT3 inh	TLR4-MyD88 BLA	NF-kB neuron act	APP 5'UTR act	HMGR II inh	Hsp70 activator	Redox H2O2 prof	STAT1 activator	STAT3 activator
CC1=CCC(C(=O)O)(C(=O)N/N=C/c2cccs2)C(c2ccc(Cl)cc2)C1 (configuration not stated)	6	1	-12	1.1	4	-3	-0.1	0.1	95	105
Cc1cc(C(F)(F)F)c(C#N)c(SCC(=O)Nc2nc3ccccc3s2)n1	-60	-21	9	0.77	180*	-1	0.0	-0.1	152*	120
CCOc1ccc(S(=O)(=O)N2CCN(C)CC2)c(C)c1C	-1	-6	-7	1.1	-20	-2	0.3	1.6	99	108
O=C(Nc1cc(C(F)(F)F)ccc1Cl)C1CCN(c2nnc(-n3cccc3)s2)CC1	3	-6	-4	1.1	-4	4	-0.4	0.4	96	109
O=c1c(Cl)c(NCCO)cnn1-c1cccc(Cl)c1	-13	-9	-8	1.4	1	1	-0.2	-0.1	109	112
CCc1c(C(=O)Nc2ccc(OC)cc2)[nH]c(C)c1C(C)=O	-5	-23	-7	1.1	16	0	0.0	-0.6	105	122
CSc1nsc(SCC(=O)Nc2ccc3c(c2)OCCO3)n1	-15	5	-2	4*	141*	-4	0.4	1.6	114	97
COc1cccc(OC)c1OCCCc1c(C)n[nH]c1C	1	5	-14	1.1	-5	-4	-0.7	-1.4	99	101
CCOC(=O)c1c(C)[nH]c(C)c1C(=O)CSc1nc2ccccc2c(=O)n1-c1ccccc1C	1	-8	-1	1.1	-8	-3	-0.2	0.1	101	104
CCSc1nnc(NC(=O)CC)s1	1	10	-10	1.2	6	0	-0.2	0.2	99	99
O=S(=O)(c1ccc(Cl)cc1)N1c2ccccc2Oc2nc3ccccc3nc21	0	5	5	1.1	15	-1	-0.1	1.4	100	98
COc1ccc(N2C(=O)C3CCCN3C2c2cccc(C)c2)cc1Cl (configuration not stated)	-2	6	1	1.5	-2	-2	-0.2	-0.6	102	101
CCOc1ccc(CCNC(=O)CCc2c(C)nc3ncnn3c2C)cc1OCC	-11	-3	5	1.3	1	1	-0.2	2.1	110	106
Cc1cc(Nc2ccccc2)n(C(=O)c2ccc(Cl)cc2)n1	-33	-46	1	1.6	-7	-2	-0.2	3.2	123	140*
Cc1ccc(C(=O)NCC(C)(C)N2CCOCC2)s1	2	13	13	1.2	2	1	-0.2	1.2	99	94
Cc1cc(S(=O)(=O)Nc2ccc(C(=O)N3CCN(C(=O)c4ccco4)CC3)cc2)ccc1F	2	9	-4	0.94	7	-6	-0.2	0.2	98	96
Cc1ccc(CSc2nnc(SCC(=O)N/N=C/c3c[nH]c4ccccc34)s2)cc1	-35	20	7	1.1	-37	-3	0.1	-0.8	131*	92
CC1(C)CNC(=O)CC(C)(C)N1O	-6	13	18	0.98	6	-1	-0.2	0.2	105	92
COc1ccc(-c2cc(C(=O)Nc3cccc(C(C)=O)c3)no2)cc1	-7	8	3	1.2	0	1	-0.2	0.2	107	92
c1ccc(N2CCN(c3nc4ccccc4[nH]3)CC2)nc1	-21	16	1	1.6	17	-2	-0.1	0.2	119	90
COc1ccc(CC(=O)NNC(=O)CSc2nnc(Cc3ccc(OC)cc3)n2-c2ccccc2)cc1	-10	19	-2	0.96	8	-9	-0.4	0.5	109	86

Screens deposited in PubChem by several laboratories.
